Rac1 GTP hydrolysis = MgcRacGAP GTPase-activating activity inhibitors, confirmation, biochemical, ADP Hunter fluorescence; Rac GTPase-activating protein 1 (Homo sapiens); inhibition, % at 30 µM; hits with a dose series show IC50 in µM; AID 624330, 2012; MgcRacGAP-stimulated Rac1 GTP hydrolysis, ADP Hunter fluorescence; higher % means a stronger effect; GST-tagged Rac1 F28L mutant substrate; actives 0.6% (n = 340,000);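 active = first-screen hits whose inhibition reached a set limit at any dose in the follow-up dose series; inconclusive = inhibition above the set first-screen limit but never retested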;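 also: fluorescence reports GDP produced by GAP-driven GTP hydrolysis; strong numbers were not always called active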
West Nile antiviral = West Nile virus antiviral activity, cell-based, CPE readout (AID 1621); West Nile virus-infected cells, CPE inhibition; higher % means a stronger effect; CPE inhibition, % at 10 µM, or IC50 in µM where a hit was titrated; actives 0.02% (n = 290,000); in the data active = a potency from the dose series; inconclusive = CPE inhibition mostly from about 3.7% at the one dose, without a potency; inactive = the rest, 99 in 100 with CPE inhibition below about 2.2%; also: strong numbers were not always called active
PhoP inhibition = inhibitors of PhoP regulon expression, primary screen, Salmonella Typhimurium, GFP reporter (AID 1863); S. Typhimurium PhoP-regulated promoter GFP reporter, 4 h; higher % means a stronger effect; one-dose inhibition, % at 50 µM; IC50 in µM for titrated hits; actives 0.16% (n = 300,000);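 active = inhibition over 29.93%, a cutoff 3 SD above the screen mean, later confirmed by dose response; inconclusive = inhibition over 29.93% but no dose response follow-up; inactive = inhibition at most 29.93% or unconfirmed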;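 also: 0% = low Mg2+ inducing control and 100% = high Mg2+ repressing control; strong numbers were not always called active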
LYP inhibition = inhibitors of LYP phosphatase, biochemical, fluorescence intensity, uHTS (AID 1779). one-dose inhibition, % at 11.5 µM; IC50 in µM for titrated hits. recombinant LYP phosphatase, fluorescence intensity; higher % means a stronger effect. actives 0.054% (n = 290,000); in the data active = inhibition above about 50%;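 also: plate controls were vehicle with enzyme for no effect and no enzyme for full effect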
NS5 inhibitors = Dengue-2 NS5 methyltransferase inhibitors, primary screen, biochemical, confirmation dose response (AID 588689) | Genome polyprotein (Dengue virus type 2 (strain 16681-PDK53)) | actives 0.3% (n = 340,000) | Dengue-2 NS5 methyltransferase capping enzyme assay, biochemical; higher % means a stronger effect | inhibition, % at 25 µM, or IC50 in µM where a hit was titrated; in the data active = a potency from the dose series; inconclusive = inhibition above about 29% without an active follow-up result
RSV antiviral HEp-2 = RSV antiviral activity via CPE protection, HEp-2 cells, primary 10 µM value included (AID 2391) | HEp-2 cells, RSV-induced CPE inhibition; higher % means a stronger effect | CPE inhibition, % at 10 µM; hits with a dose series show IC50 in µM | actives 0.13% (n = 310,000); in the data active = a potency from the dose series; inconclusive = CPE inhibition mostly from about 23% at the one dose, without a potency; inactive = the rest, 99 in 100 with CPE inhibition below about 21%; also: strong numbers were not always called active
CSM14.1 death rescue = rescue of cells from ER stress-induced death, primary screen, 384-well, CSM14.1, thapsigargin, ATP luminescence (AID 1222); CSM14.1 thapsigargin-induced death rescue, ATP luminescence; higher % means a stronger effect; one-dose cellular ATP content (survival), % at 20 µM; EC50 in µM for titrated hits; 190,000 tested, under 10 active;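 active = EC50 below 50 µM in the dose-response confirmation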;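 also: death triggered by thapsigargin at about 15 µM added after 2 h compound pretreatment; cell ATP read after overnight thapsigargin exposure of roughly 18 to 22 hours; normalized against plate controls of thapsigargin alone and 5% DMSO vehicle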
GPR35 arrestin U2OS = GPR35 antagonists blocking zaprinast-driven arrestin recruitment, primary screen, imaging, U2OS, beta-arrestin-GFP, zaprinast agonist (AID 2058); G-protein coupled receptor 35 (Homo sapiens); U2OS GPR35 beta-arrestin-GFP translocation imaging, zaprinast antagonism; higher % means a stronger effect; inhibition, % at 10 µM; hits with a dose series show IC50 in µM; actives 0.052% (n = 290,000);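 active = inhibition of at least 50% with at least 30 cells and total cytoplasm GFP at most 10,000,000; inconclusive = under 30 cells or total GFP of 10,000,000 plus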
Large T inhibition = SV40 large T antigen inhibitors, biochemical (AID 1903) | SV40 large T antigen ATPase/helicase inhibition assay; higher % means a stronger effect | inhibition, % at 20 µM, or IC50 in µM where a hit was titrated | actives 0.39% (n = 310,000); in the data active = a potency from the dose series; inconclusive = inhibition mostly from about 32% at the one dose, without a potency; inactive = the rest, 99 in 100 with inhibition below about 32%; also: strong numbers were not always called active
NS5 inhibitors pilot replicate = recorded beside NS5 inhibitors, whose call it bears; inhibition, %; measured here: pilot screen replicate inhibition
The depositor's hits bear a star; ? = inconclusive; / = no result given.

SMILES	Rac1 GTP hydrolysis	West Nile antiviral	PhoP inhibition	LYP inhibition	NS5 inhibitors	RSV antiviral HEp-2	CSM14.1 death rescue	GPR35 arrestin U2OS	Large T inhibition	others
O=C(CSc1nc2ccccc2c(=O)n1-c1ccccc1)N1CCCC1	6%	0.2%	3%	-8%	-1%	-0.6%	-2.1%	-4%	5%	NS5 inhibitors pilot replicate=3.0
CCOc1ccc(C(=O)N/N=C/c2cc(Cl)ccc2[N+](=O)[O-])cc1	3%	-0.6%	-18%	-11%	-2%	1.7%	-1.4%	7%	11%
CCCCNC(=O)c1cc2nc(-c3ccccc3)cc(C(F)(F)F)n2n1	7%	-0.8%	1%	-5%	-6%	2.3%	/	-3%	9%
COc1ccc(C(C)=O)cc1COC(=O)c1ccc2ccccc2n1	3%	0.0%	0%	-3%	-5%	0.1%	6.1%	10%	-1%
COc1ccc(CC(=O)N2CCOCC2)cc1	11%	0.2%	2%	-9%	-6%	0.1%	-1.3%	2%	-1%
CCCCOC(=O)c1ccc(NC(=O)CSc2nncn2C)cc1	1%	0.1%	1%	-8%	-2%	-0.5%	0.2%	8%	3%
COc1ccccc1NC(=O)c1ccccc1S(=O)(=O)c1ccc([N+](=O)[O-])cc1	11%	-0.7%	3%	-9%	4%	1.1%	/	-12%	12%
Cc1nc(C(F)(F)F)ccc1C(=O)NN1CCOCC1	2%	0.0%	5%	-8%	-4%	0.9%	/	-8%	-1%
CC1=NN(c2nc(-c3ccc(C)cc3)cs2)C(=O)C1N=Nc1cccc(C)c1 (stereo not drawn)	8%	2.8%	-7%	-5%	-6%	3.3%	-0.4%	-12%	5%
C/C(=N\N1CCN(c2ccccc2)CC1)c1ccco1	5%	0.1%	0%	-4%	6%	1.5%	-3.1%	-6%	5%
CC(C(=O)NC1CCCCCC1)N(c1ccccc1)S(C)(=O)=O (stereo not drawn)	3%	0.3%	-1%	0%	-6%	-0.3%	/	-6%	18%
Cn1cc(CN2CCN(CCO)CC2)c(-c2ccc(Oc3ccccc3)cc2)n1	7%	-0.9%	-12%	-1%	-2%	-2.4%	-1.2%	-14%	5%
COc1ccc(C2CC(c3ccc(OC)cc3)n3nc(NS(C)(=O)=O)nc3N2)cc1 (stereo not drawn)	-3%	0.4%	-8%	1%	0%	4.5%	/	-12%	16%
COc1cc(C(=O)NNC2=NC(C)(C)Cc3cc(C)c(C)cc32)cc(OC)c1OC	16%	0.0%	-11%	-5%	6%	1.8%	-0.9%	-3%	6%
CCc1cccc(CC)c1NC(=O)CN1C2CCCC1CC(NC(=O)Nc1cccc(OC)c1)C2 (stereo not drawn)	1%	-1.8%	3%	-2%	-5%	16%	9.4%	-4%	-3%
CCN(CC)c1ccc(S(=O)(=O)N2CCCCC2)cc1NC(=O)C1CCC1	7%	/	0%	/	-4%	1.4%	/	/	10%
Cc1cc(NC(=O)COC(=O)CCNS(=O)(=O)c2cccc(C(F)(F)F)c2)no1	4%	0.3%	9%	-6%	/	1.4%	0.5%	-14%	14%
Cc1cccc(NC(=O)CCOc2ccccc2)c1C	-3%	-0.5%	-5%	2%	2%	2.2%	/	21%	13%
CS(=O)(=O)c1ccc(-c2nnc(NC(=O)c3ccc(S(=O)(=O)N4CCCC4)cc3)o2)cc1	5%	/	-8%	/	-1%	-2.1%	/	/	8%
Cc1ccc(/C=C/c2nnc(-c3cccc(C)c3)o2)cc1	-1%	-0.5%	4%	-3%	0%	-0.6%	-1.8%	-16%	18%
Cc1ccccc1NC(=O)C(=O)NCCc1ccccc1	7%	-0.5%	-13%	-1%	-10%	-0.1%	-2.5%	7%	5%
Cc1onc(-c2ccccc2Cl)c1C(=O)N1CCN(c2ccccc2)CC1	11%	-0.1%	5%	22%	0%	0.5%	-1.1%	-8%	12%
COc1ccc(NC(=O)CSc2nnc(-c3ccccc3)n2N)cc1	7%	0.2%	-8%	0%	0%	0.6%	-0.1%	0%	-4%
O=C(Nc1ccccc1)/C(=C/c1ccc([N+](=O)[O-])cc1)NC(=O)c1ccco1	-4%	-0.1%	0%	-6%	-2%	-0.4%	/	-1%	-2%
C/C(=N/NC(=O)CNS(=O)(=O)c1ccc(C)cc1)c1cccc([N+](=O)[O-])c1	11%	-0.7%	-12%	-6%	-10%	0.5%	0.1%	3%	1%
COc1cc(C2NC(=O)NC(C)=C2C(=O)OCc2ccc(C)cc2)cc(OC)c1O (stereo not drawn)	4%	-0.5%	-9%	1%	-4%	-1.1%	-0.9%	10%	17%
COc1cccc(N(CC(=O)NCCSc2ccccc2)S(C)(=O)=O)c1	6%	-0.7%	-6%	-1%	-17%	-0.2%	-1.8%	1%	9%
CC(Nc1nc(N2CCCCC2)nc2ccccc12)c1ccccc1 (stereo not drawn)	9%	0.6%	10%	-8%	-3%	4.8%	-1.8%	-9%	-2%	NS5 inhibitors pilot replicate=-0.5
CN(C)S(=O)(=O)N1CCCC(C(=O)c2ccc(C(F)(F)F)cc2)C1 (stereo not drawn)	0%	-1.8%	-4%	-2%	-13%	4.9%	-0.2%	11%	0%
Cc1nc(N2CCN(C(=O)CCC(=O)O)CC2)c2c(C)c(C)sc2n1	1%	0.3%	-10%	-1%	-3%	1.1%	-2.1%	31%	1%
COC1=CC(=Cc2c(N)n3nc(CC(=O)N4CCCCC4)sc3nc2=O)C=C(OC)C1=O	14%	0.1%	-11%	-5%	-106%	0.9%	/	-6%	?
CCn1c(SCC(=O)Nc2cc(C)on2)nc2c(c1=O)SC(C)C2 (stereo not drawn)	2%	0.7%	-5%	1%	-1%	12%	/	5%	21%
COCCn1c(=O)[nH]c2cc(C(=O)Nc3cc(OC)c(OC)c(OC)c3)ccc2c1=O	9%	0.9%	-6%	5%	-5%	1.8%	/	3%	8%
COc1ccc(C(=O)NCCc2ccccc2)cc1OC	6%	1.1%	-3%	-3%	1%	2.1%	/	-8%	2%
COc1ccc(CN=Cc2[nH]c3ccc(Br)c(Cl)c3c2O)cc1	3%	/	-13%	2%	-30%	5.0%	-1.4%	?	7%
Cn1c2ccccc2c2cnn(CC(=O)Nc3ccccc3Br)c(=O)c21	11%	-0.2%	5%	-11%	3%	-0.7%	/	18%	16%

Sorted by formula weight (low to high): nine of the compounds above.
SMILES	Rac1 GTP hydrolysis	West Nile antiviral	PhoP inhibition	LYP inhibition	NS5 inhibitors	RSV antiviral HEp-2	CSM14.1 death rescue	GPR35 arrestin U2OS	Large T inhibition	others
COc1ccc(C(=O)NCCc2ccccc2)cc1OC	6%	1.1%	-3%	-3%	1%	2.1%	/	-8%	2%
CC(Nc1nc(N2CCCCC2)nc2ccccc12)c1ccccc1 (stereo not drawn)	9%	0.6%	10%	-8%	-3%	4.8%	-1.8%	-9%	-2%	NS5 inhibitors pilot replicate=-0.5
Cc1nc(N2CCN(C(=O)CCC(=O)O)CC2)c2c(C)c(C)sc2n1	1%	0.3%	-10%	-1%	-3%	1.1%	-2.1%	31%	1%
CN(C)S(=O)(=O)N1CCCC(C(=O)c2ccc(C(F)(F)F)cc2)C1 (stereo not drawn)	0%	-1.8%	-4%	-2%	-13%	4.9%	-0.2%	11%	0%
CCn1c(SCC(=O)Nc2cc(C)on2)nc2c(c1=O)SC(C)C2 (stereo not drawn)	2%	0.7%	-5%	1%	-1%	12%	/	5%	21%
C/C(=N/NC(=O)CNS(=O)(=O)c1ccc(C)cc1)c1cccc([N+](=O)[O-])c1	11%	-0.7%	-12%	-6%	-10%	0.5%	0.1%	3%	1%
COc1ccc(CN=Cc2[nH]c3ccc(Br)c(Cl)c3c2O)cc1	3%	/	-13%	2%	-30%	5.0%	-1.4%	?	7%
COc1cc(C2NC(=O)NC(C)=C2C(=O)OCc2ccc(C)cc2)cc(OC)c1O (stereo not drawn)	4%	-0.5%	-9%	1%	-4%	-1.1%	-0.9%	10%	17%
COCCn1c(=O)[nH]c2cc(C(=O)Nc3cc(OC)c(OC)c(OC)c3)ccc2c1=O	9%	0.9%	-6%	5%	-5%	1.8%	/	3%	8%

(further entries)
SMILES	Rac1 GTP hydrolysis	West Nile antiviral	PhoP inhibition	LYP inhibition	NS5 inhibitors	RSV antiviral HEp-2	CSM14.1 death rescue	GPR35 arrestin U2OS	Large T inhibition	others
CC(=O)N1N=C(c2cccc([N+](=O)[O-])c2)OC1c1ccc(Br)cc1 (stereo not drawn)	0%	0.2%	-9%	-6%	3%	/	/	8%	21%
COc1cc(/C=C/C(=O)Nc2ccc3nc4n(c(=O)c3c2)CCCC4)cc(OC)c1OC	1%	0.8%	-6%	3%	-4%	16%	0.0%	-2%	4%
Cc1ccc(-n2nnc3c(=O)n(CC(=O)NCc4ccco4)cnc32)cc1	1%	-0.2%	1%	-5%	-1%	4.7%	-0.4%	9%	9%
O=C(CN(Cc1ccccc1)C(=O)CNS(=O)(=O)c1ccccc1)NCc1ccco1	-3%	-0.8%	1%	-7%	-7%	0.8%	/	-2%	0%
Cc1c(C(=O)OCc2ccccc2)nnn1-c1nonc1N	11%	0.3%	-8%	-6%	-5%	0.8%	0.2%	0%	9%
Cc1cccc(C)c1NC(=O)COC(=O)c1c2c(nc3ccccc13)/C(=C\c1ccc3c(c1)OCO3)CCC2	-1%	2.2%	-44%	-5%	-5%	15%	0.7%	-2%	10%
CCCCn1c(N)c(N(CCOC)C(=O)c2nn(CC)c(=O)c3ccccc23)c(=O)[nH]c1=O	-6%	/	3%	/	-9%	-0.5%	/	/	1%
O=C(O)c1ccc(Cl)c(S(=O)(=O)N2CCCCCC2)c1	-2%	0.0%	-1%	-8%	-1%	-0.6%	1.0%	15%	1%
OCCCn1c(C2CCCN2c2nc(-c3ccc(F)cc3)cs2)nc2cc(C(F)(F)F)ccc21 (stereo not drawn)	12%	0.9%	-1%	/	-8%	28%	/	/	12%
Cc1ccc(SCc2cc(=O)[nH]c(/N=C(\N)Nc3ccccc3Sc3ccccc3)n2)cc1	2%	-0.2%	7%	-1%	-1%	2.2%	2.3%	-8%	9%
Cc1csc(NC(=O)COc2ccc3c(C)cc(=O)oc3c2)n1	7%	?	1%	-4%	-4%	2.5%	-0.8%	-10%	8%
COc1c(Cl)cccc1-c1cn2ccccc2n1	7%	-0.3%	-3%	-3%	-9%	2.5%	/	6%	26%
CN(C)c1ccc(NC(=O)c2ccc3nsnc3c2)cc1	65µM*	0.7%	-4%	6%	0%	0.8%	-1.2%	4%	18%
O=C(O)c1ccc(N2CCCCS2(=O)=O)cc1	3%	0.1%	3%	-11%	/	-1.1%	-0.5%	-2%	3%
O=S1(=O)N=C(N/N=C/c2ccco2)c2ccccc21	10%	0.0%	12%	-1%	-7%	2.2%	1.4%	6%	9%

From PubChem BioAssay
